EP2 modulator = modulates human prostaglandin E2 receptor EP2 signaling; P43116; EP2-expressing cells, cAMP HTRF FRET, PGE2 co-stimulation; induction, % at 25 µM; actives 0.83% (n = 260,000); AID 940;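 active means compounds whose cAMP rise, as percent of the full-agonist control response, exceeds 60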;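 further: rat C6 glioma line stably carrying human EP2 under a CMV promoter; the protocol text gives 20 µM as final concentration; 100% = response of wells given 1 µM PGE2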
Target sequence (P43116 whole entry, looked up): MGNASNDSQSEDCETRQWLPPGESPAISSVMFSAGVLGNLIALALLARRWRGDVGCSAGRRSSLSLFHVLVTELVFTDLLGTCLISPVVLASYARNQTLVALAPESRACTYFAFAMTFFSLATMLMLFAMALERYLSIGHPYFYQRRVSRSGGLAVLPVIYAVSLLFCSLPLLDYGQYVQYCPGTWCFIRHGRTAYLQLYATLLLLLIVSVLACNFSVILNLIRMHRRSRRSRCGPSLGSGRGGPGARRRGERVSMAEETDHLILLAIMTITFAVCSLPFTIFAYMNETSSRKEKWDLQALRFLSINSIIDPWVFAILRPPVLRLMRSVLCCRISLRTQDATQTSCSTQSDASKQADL
NPY-Y1 antag = blocks the human neuropeptide Y Y1 receptor | AID 1040 | inhibition, % at 3.6 µM | HEK293-CNG Y1 cells, membrane potential fluorescence; NPY at EC95, then isoproterenol | P25929 | actives 1% (n = 200,000);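 active means inhibition above the campaign mean inhibition of all tested compounds plus 3 SD, cut at about 20% in these data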;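 further: 0% = DMSO wells given NPY plus isoproterenol and 100% = isoproterenol alone without NPY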
Target sequence (P25929 whole entry, looked up): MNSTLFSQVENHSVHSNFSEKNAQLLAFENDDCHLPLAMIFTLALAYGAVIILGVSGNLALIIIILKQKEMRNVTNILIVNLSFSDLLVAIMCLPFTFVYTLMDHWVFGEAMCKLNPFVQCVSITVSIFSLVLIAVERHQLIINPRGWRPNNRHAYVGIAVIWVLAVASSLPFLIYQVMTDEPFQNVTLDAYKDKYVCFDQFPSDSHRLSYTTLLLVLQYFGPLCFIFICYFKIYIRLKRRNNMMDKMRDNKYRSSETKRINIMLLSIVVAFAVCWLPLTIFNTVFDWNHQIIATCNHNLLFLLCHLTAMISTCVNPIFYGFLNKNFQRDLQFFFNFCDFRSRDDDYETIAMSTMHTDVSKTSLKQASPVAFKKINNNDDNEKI
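Material: HEK293 Y1/CNG channel cell line; also added: NPY (25 nM), isoproterenol (1 µM), Ro 20-1724 (25 µM); doses: one concentration, 3.6 µM, in 0.4% DMSO; schedule: compound incubation 1 h at room temperature, readout 45 min post-stimulation; technique: membrane potential fluorescence; measure: fluorescence ratio normalized to % inhibition between controls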
zfTRPN1 agonist = activates the zebrafish TRPN1 channel | activation, % at 3 µM | AID 1424 | actives 0.18% (n = 220,000) | HEK293 zebrafish TRPN1-YFP, Fluo-8 calcium fluorescence; 100% = response to 87 µM carbachol;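 active means activation above its plate's cutoff, the mean activation of test wells on that plate plus 3 SD, cut at about 19% in these data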;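 further: 0% = DMSO alone and 100% = 87 µM carbachol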
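Material: zebrafish TRPN1-YFP in HEK293 cells. Doses: one dose of 3 µM, 0.3% DMSO. Incubation: dye 1 h 37 °C plus 30 min RT. Measured by: intracellular calcium fluorescence with Fluo-8.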
PPC-1+TRAIL kill = compounds killing PPC-1 cancer cells with TRAIL present (potentiator screen, no TRAIL-free arm); PPC-1 cells + TRAIL, ATPLite viability luminescence; cell killing (% activity), % at 4 µM; actives 0.41% (n = 220,000); AID 1443;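 active means cell killing above 50% in the first pass at 4 µM, then a duplicate retest at 5 µM averaging 50% or more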;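 further: plate controls were cells with TRAIL plus DMSO for no effect and medium-only wells lacking cells for full effect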
NPY1 pot ag = human NPY-Y1 potentiation or agonism, primary screen; NPY-Y1 expressing cells, potentiator/agonist activation; activation, % at 3.6 µM; actives 0.37% (n = 220,000); AID 1304; in the data active means activation above about 33%, passing the limit was not always enough;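 further: cells stimulated with NPY at EC10 then isoproterenol at EC100; 0% = low agonist plus stimulus and 100% = saturating agonist plus stimulus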
CHOP inh = CHOP inhibition in unfolded protein response | CHO-K1 CHOP-promoter luciferase, tunicamycin-induced, 15-18 h | inhibition, % at 10 µM | actives 3.8% (n = 220,000) | AID 2732;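 active means compounds that reduced the stress-induced luciferase reporter signal by more than about 70% of percent inhibition, limit read from the data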;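 further: 0% = tunicamycin plus vehicle and 100% = wells without tunicamycin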
PGE2 EP2 inh = blocks the human prostaglandin E2 receptor EP2 | AID 1422 | actives 0.52% (n = 260,000) | inhibition, % at 25 µM | C6 glioma cells expressing human EP2, cAMP TR-FRET; cells stimulated with saturating PGE2 | P43116;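 active means percent inhibition above 40 after rounding to a whole number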;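 further: rat C6 glioma host cells with rolipram phosphodiesterase inhibitor present; the protocol text gives 20 µM as final concentration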
TRPML3 agonist = agonists of human TRPML3 channel; Q8TDD5; HEK293 TRPML3-YFP, Fluo-8 calcium fluorescence; 100% = the carbachol control signal; activation, % at 3 µM; actives 0.29% (n = 220,000);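 active means activation above its plate's cutoff, the mean activation of the plate's test wells plus 3 SD, cut at about 12% in these data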;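 further: 0% = DMSO only wells and 100% = carbachol wells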
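Test system – HEK293 line with stable expression of human TRPML3-YFP channel · Control set – carbachol 87 µM final as high control (100%), DMSO as low control (0%) · Signal – Fluo-8 calcium dye fluorescence, ex 470-495, em 515-575 nm · Incubation – 1-h 37 °C dye load, 5-s basal, 120-s post-compound reads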
14-3-3 Bad PPI = disrupts binding of bovine 14-3-3 zeta to phospho-Bad peptide; TR-FRET 14-3-3zeta/Dy647-pBad peptide displacement, 1 h; inhibition, % at 21.7 µM; actives 0.71% (n = 220,000); AID 781;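 active means inhibition above about 70%, limit read from the data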;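 further: 0% = full 14-3-3 plus peptide FRET controls and 100% = background without 14-3-3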
Target sequence (P63103 whole entry, looked up): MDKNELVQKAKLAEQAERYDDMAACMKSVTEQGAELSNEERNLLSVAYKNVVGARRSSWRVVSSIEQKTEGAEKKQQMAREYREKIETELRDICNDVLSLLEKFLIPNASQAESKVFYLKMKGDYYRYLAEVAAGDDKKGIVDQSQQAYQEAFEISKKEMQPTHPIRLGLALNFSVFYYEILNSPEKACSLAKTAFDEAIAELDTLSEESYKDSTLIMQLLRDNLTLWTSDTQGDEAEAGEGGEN
An asterisk follows results filed as active; / = no result given; & = joins results of further samples; [ ] = another dose, or the depositor's remark. This is a subset. The share of hits here may be higher or lower than overall.

The line under a structure holds: EP2 modulator	NPY-Y1 antag	zfTRPN1 agonist	PPC-1+TRAIL kill	NPY1 pot ag	CHOP inh	PGE2 EP2 inh	TRPML3 agonist	14-3-3 Bad PPI
#1 CCOC(=O)c1oc2ccc(S(=O)(=O)N3CCOCC3)cc2c1C
→ 8	1	0.1	16	-8	5	3	0.6	-3
#2 O=C(CNS(=O)(=O)c1c(Cl)cccc1Cl)OCC(=O)c1ccc[nH]1
→ 3	/	-0.3	-20	15	-16	9	-0.1	12
#3 CC1CC(C)CN(C(=O)CSc2nnc(-c3ccc(F)cc3)o2)C1 (configuration not stated)
→ 4	9	1.6	20	-10	26	4	-1.1	7[fluorescence artefact?]
#4 CC(=C/c1ccccc1)/C=N/NC(=O)c1ccc2nc[nH]c2c1
→ -27	-5	1.4	39	-12	-4	7	0.9	-3
#5 O=C1C2C3C=CC(CC3)C2C(=O)N1c1ccccc1[N+](=O)[O-] (configuration not stated)
→ -13	-3	1.1	/	-11	14	-1	0.0	4
#6 Cn1nnc(NC(=S)NC(=O)c2ccc(-c3ccc(Br)cc3)o2)n1
→ 47	10	0.7	2	-14	-6	18	0.4	6
#7 COc1cc(C(=O)NCc2cn3ccccc3n2)cc(OC)c1OC
→ 7	4	0.5	-5	-20	26	4	0.8	-2[fluorescence artefact?]
#8 COc1ccc(/C=N/NC(=O)C(=O)NCc2cccnc2)cc1
→ -10	1	-1.1	-8	-18	52	4	-0.5	10
#9 CCCOC(=O)c1c(NC(=O)C2CCCO2)sc(C(=O)OC)c1C (configuration not stated)
→ 43	2	2.2	16	-25	-37	8	0.9	20
#10 Cc1ccc(-c2nn(-c3ccccc3)cc2C2CC(c3ccccc3)=NN2C(=O)CCC(=O)O)cc1 (configuration not stated)
→ 25	/	1.0	2	8	24	9	0.8	2
#11 CCOc1ccc(C(=O)Cc2ccc3oc(C(=O)O)cc3c2)c(O)c1
→ -1	-3	-1.5	17	-37	-18	12	0.6	24
#12 COc1ccc(C2(CNS(=O)(=O)c3ccccc3)CCOCC2)cc1
→ -20	-2	-0.9	15	-4	-10	10	0.2	-2
#13 Cc1csc(NC(=O)CCC(=O)c2cccs2)n1
→ 0	3	-0.1	0	-6	3	5	1.1	-15
#14 CCc1cc(C)cc(OCCNC(=O)c2cncc(Br)c2)c1
→ 1	3	-1.5	-12	-20	9	18	-0.8	-8
#15 COc1ccc2[nH]c(CN3CCC(CO)(CCOc4ccccc4)CC3)c(C)c2c1
→ -69	3	2.4	30	11	30	11	1.4	-16
#16 CC(=O)NNc1nc2ccccc2s1
→ 14	0	-0.2	11	-4	1	4	-0.3	-5
#17 O=C(O)C1Cc2[nH]cnc2C(c2ccc(F)cc2)N1 (configuration not stated)
→ -15	0	0.4	12	-3	27	7	0.0	-6
#18 O=C(/C=C/c1ccco1)NCc1ccc(F)cc1
→ -23	1	-1.2	15	-6	-6	4	0.1	-6
#19 CCCCc1ccc(NC(=S)NN2CCOCC2)cc1
→ 5	4	1.2	-2	0	-4	12	0.4	-7
#20 O=C(NCCN1CCN(C(=O)c2cc3ccccc3oc2=O)CC1)c1cc2ccccc2oc1=O
→ -8	0	-0.2	1	12	-4	16	0.3	-5[fluorescence artefact?]

Overlap with the part before: two entries, then new ones.
The line under a structure holds: EP2 modulator	NPY-Y1 antag	zfTRPN1 agonist	PPC-1+TRAIL kill	NPY1 pot ag	CHOP inh	PGE2 EP2 inh	TRPML3 agonist	14-3-3 Bad PPI
#19 CCCCc1ccc(NC(=S)NN2CCOCC2)cc1
→ 5	4	1.2	-2	0	-4	12	0.4	-7
#20 O=C(NCCN1CCN(C(=O)c2cc3ccccc3oc2=O)CC1)c1cc2ccccc2oc1=O
→ -8	0	-0.2	1	12	-4	16	0.3	-5[fluorescence artefact?]
#21 Cc1noc(NS(=O)(=O)c2ccc(NC(=O)CSc3ncccn3)cc2)c1C
→ 15	7	-0.6	16	-18	12	13	0.8	1
#22 CC1CC(C)CN(c2ncnc3c2cnn3Cc2ccc(Cl)cc2)C1 (configuration not stated)
→ 30	-2	13	3	-13	65	21	0.9	-1
#23 OCCCNc1c2c(nc3cc(-c4ccc(Cl)cc4)nn13)CCC2
→ -16	1	0.4	14	6	-12	8	-0.8	3
#24 Cc1cc(C(=O)OCC(=O)Nc2cc(C)on2)c2ccccc2n1
→ 13	6	-0.1	4	-31	-11	5	0.4	5
#25 O=[N+]([O-])c1cc(S(=O)(=O)N2CCCC2)ccc1O
→ 30	6	-0.6	9	17	-59	11	0.3	-2
#26 COc1ccc2c(Cl)c(-c3nnc4n3CCCCC4)sc2c1
→ -8	-5	3.1	-5	21	40	3	0.7	1
#27 Cc1ccc(S(=O)(=O)N2CCOCC2)cc1NC(=O)COc1ncnc2ccccc12
→ 10	-5	-0.7	10	-8	-2	5	0.5	-12
#28 O=C1C(=Cc2cccn2-c2ccccc2)C(=O)c2ccccc21
→ 5	-2	0.7	14	-5	30	4	0.4	82*[fluorescence artefact?]
#29 CCCCc1c(C)nc2ccc(C(=O)OCC)cc2c1Cl
→ 38	2	-0.6	15	5	15	7	0.3	1
#30 Cc1ccc(/C=N/NC(=O)c2ccc3nc[nH]c3c2)o1
→ -15	/	2.5	22	-17	4	6	-0.3	-6
#31 CCC(C)N1CCNCC1 (configuration not stated)
→ -8&20	4	1.3	22	16	28	10&5	0.8	1
#32 Cc1ccc2c(c1)C(c1ccccc1)N(C(=O)c1ccc(Br)o1)CC(=O)N2 (configuration not stated)
→ 8	6	-0.4	-6	7	48	/	-1.2	4
#33 CCOc1ccc(CCNC(=O)C2CCN(C(=O)N(C)C)CC2)cc1OCC
→ 21	0	0.4	-8	-6	40	18	0.3	2[fluorescence artefact?]
#34 COc1ccc(Cl)cc1NC(=O)C(=O)NC1CCCCCC1
→ -36	4	-0.4	0	0	0	13	-0.1	2
#35 COc1c(Cl)cc(Br)c(OC)c1C(=O)NC(=O)Nc1nc(C)cc(C)n1
→ -17	/	0.3	10	-13	8	2	1.0	-1
#36 COc1ccc2[nH]c(=O)c(C(=O)O)cc2c1
→ 10	-3	2.3	-3	-17	3	8	-0.4	5
#37 Cc1c(C(=O)Cc2ccccc2)n(C)c2ccccc12
→ 28	5	-1.5	12	-20	31	3	0.2	-1
#38 CC(=O)c1ccc(N(C)C)cc1
→ 5	-3	0.6	6	22	-8	13	0.8	-7
#39 CCOc1cc(S(=O)(=O)n2ccnc2)ccc1Cl
→ -11	20	-0.5	-4	-30	7	7	-0.1	2
#40 Nc1ccc(Oc2c(Cl)cccc2Cl)nc1
→ 18	/	0.2	4	-2	-5	16	0.7	-5
#41 Cc1cc(Br)ccc1OCCNCc1ccccc1
→ 19	19	0.6	0	-25	24	5	1.1	11
#42 O=C1c2ccccc2C(=O)N1CCc1nc(-c2cccnc2)no1
→ -11	5	0.9	-8	-9	-3	3	-0.7	-1
#43 CCc1nnc(NC(=O)c2ccc(OCc3c(C)noc3C)c(OC)c2)s1
→ -9	-4	3.1	20	-2	13	17	0.6	-2
#44 COc1ccc(CS(=O)/C(Cl)=C(/Cl)C(=O)Nc2ccc(OC)nc2)cc1 (configuration not stated)
→ -72	11	4.4	16	28	107*	23	1.6	-5
#45 CSc1nc2ccc(NC(=O)c3ccc(=O)n(C)n3)cc2s1
→ -40	1	2.0	21	-2	-29	7	1.9	-8
#46 Cc1oc(C(C)(C)C)cc1C(N)=O
→ -3	/	1.2	30	-5	4	13	-0.5	-5
#47 COc1ccc(-n2cc(CNCCCn3ccnc3)c(-c3ccccc3Cl)n2)cc1
→ -25	4	2.5	20	-29	-1	1	1.9	1
#48 C=CCNC(=O)CN1CCC(NC(=O)c2ccco2)CC1
→ -20&24	-1	0.1	10	12	18	6&9	-0.1	-10
#49 O=C(/C=C/c1ccc(Br)cc1)NCc1cccs1
→ -6	9	-1.2	16	-3	45	2	-0.4	0
#50 CN1CCN(C(=O)c2sc(=S)n(-c3ccccc3)c2N)CC1
→ 2	1	0.7	18	-4	-4	6	-0.2	4
#51 CCOC(=O)C1CCN(C(=S)Nc2ccccc2)CC1
→ -13&2	-2	2.1	-9	3	27	11&7	0.4	-10
#52 CCN1CCN(C(=S)c2ccc(-c3ccccc3)cc2)CC1
→ -71	3	0.1	12	-6	47	13	0.1	-6
#53 CC(C)C(C)(C#N)NC(=O)CSc1nc(C2CCCCC2)n(-c2ccccc2)n1 (configuration not stated)
→ 4	1	-2.8	6	16	38	2	-0.7	-13
#54 CC(/C=C/c1ccco1)=N\NC(=O)C(O)c1ccccc1 (configuration not stated)
→ 10	-1	1.7	3	-5	-14	9	0.5	-2
#55 CC(C)CCNC(=O)c1cnn2c(C(F)(F)F)cc(-c3ccco3)nc12
→ 37	15	-1.1	17	-7	9	6	-0.4	17[fluorescence artefact?]
#56 N/C(=N\OC(=O)c1cc([N+](=O)[O-])ccc1Cl)c1cccnc1
→ 0	/	2.4	16	32	-21	9	1.3	3
#57 O=C(NC(=S)N1CCN(Cc2ccc3c(c2)OCO3)CC1)c1cccc(Br)c1
→ -37	4	-0.9	28	-13	31	6	0.7	-9
#58 O=C(NCc1ccco1)Nc1ccc2snnc2c1
→ 4	0	0.4	14	-7	14	22	1.1	1

Screening data (PubChem)
